# Assay outcomes deposited in PubChem BioAssay by several laboratories.
# Yeast superoxide: yeast age-related superoxide inhibition as caloric restriction mimetic; S. cerevisiae aged cells, superoxide DHE fluorescence; hits give low values; superoxide response (% of plate mean), % at 10 µM; 330,000 tested, 0.18% active; AID 2690;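 active means superoxide response under a set limit, about three screen SD below normal, cut at about 65% in these data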;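 further: yeast aged for seven days with compound at 30 °C before DHE staining; 100% = average MFI of all compound-treated wells on the plate with controls excluded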
# EBNA-1 inh: blocks EBNA-1 binding to DNA | EBNA-1 DNA binding, fluorescence polarization | inhibition, % at 14.8 µM | 300,000 tested, 0.34% active; in the data active means inhibition above about 28%
# Efflux pump inh: inhibitors of Candida antifungal efflux pumps expressed in yeast; S. cerevisiae Candida pump triplex, Nile Red efflux; inhibition, % at 10 µM; 330,000 tested, 0.44% active;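 active means plate passing quality check with inhibition over a set limit, or well fluorescence over plate mean plus 4 SD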;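 further: Nile Red retained in pooled yeast measured as flow cytometry median fluorescence; 0% = buffer negative control and 100% = Enniatin B positive control; higher means more Nile Red kept so more efflux inhibition; some compounds called inactive have numbers as strong as hits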
# ZTA DNA inh: blocks Epstein-Barr virus ZTA, an EBNA-1 counter-screen; P03206; ZTA-DNA binding, fluorescence polarization; inhibition, % at 11 µM; 320,000 tested, 0.15% active; in the data active means inhibition above about 33%
# Target sequence (P03206 whole entry, looked up): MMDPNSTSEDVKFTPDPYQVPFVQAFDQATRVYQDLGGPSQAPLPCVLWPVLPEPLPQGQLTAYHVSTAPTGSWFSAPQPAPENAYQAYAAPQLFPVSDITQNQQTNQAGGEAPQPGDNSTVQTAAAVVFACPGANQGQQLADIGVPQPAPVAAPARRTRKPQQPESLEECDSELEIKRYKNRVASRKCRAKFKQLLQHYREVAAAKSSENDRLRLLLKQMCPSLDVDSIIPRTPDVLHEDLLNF
# Fam108B counter: Fam108B inhibition, counter-screen for RBBP9 inhibitors; recombinant Fam108B, FP-Rh probe fluorescence polarization; 300,000 tested, 0.33% active; inhibition, % at 9.51 µM;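 active means inhibition above the screen mean inhibition plus 3 SD, computed separately per campaign, cut at about 18% in these data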;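 further: inhibitors lower polarization as less probe binds the enzyme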
# MEX-5 binding: C. elegans MEX-5 TCR-2 RNA binding activity; Q9XUB2; MEX-5/FITC-TCR2 RNA binding, fluorescence polarization; hits give low values; activity score (negative = inhibition of binding), % at 10 µM; 300,000 tested, 0.38% active;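 active means inhibition past about -25% in most replicates, and total fluorescence under double the plate's negative control median, limit read from the data; inconclusive means replicates evenly split on the limit, or fluorescence at least double controls; inactive means too little inhibition in most replicates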;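 further: 0% = DMSO and -100% = 5 µM competing unlabeled TCR2 RNA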
# Target sequence (Q9XUB2 whole entry, looked up): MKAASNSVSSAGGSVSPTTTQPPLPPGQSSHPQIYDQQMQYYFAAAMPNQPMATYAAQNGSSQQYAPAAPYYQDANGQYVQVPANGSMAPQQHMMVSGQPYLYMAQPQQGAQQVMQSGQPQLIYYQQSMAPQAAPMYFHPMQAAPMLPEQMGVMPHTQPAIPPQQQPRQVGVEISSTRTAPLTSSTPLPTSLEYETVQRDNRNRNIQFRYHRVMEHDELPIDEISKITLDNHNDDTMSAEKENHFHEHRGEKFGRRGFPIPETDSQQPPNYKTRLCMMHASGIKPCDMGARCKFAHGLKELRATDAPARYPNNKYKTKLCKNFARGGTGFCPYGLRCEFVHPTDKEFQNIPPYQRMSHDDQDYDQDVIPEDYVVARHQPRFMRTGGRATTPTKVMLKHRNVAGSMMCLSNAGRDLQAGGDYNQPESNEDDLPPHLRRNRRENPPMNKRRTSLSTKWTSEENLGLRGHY
# Bcl-xL primary: inhibitors of human Bcl-xL. Q07817. GST-Bcl-xL / FITC-Bim BH3 peptide fluorescence polarization. inhibition, % at 10.9 µM. 320,000 tested, 0.7% active. AID 2129;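 active means inhibition above the mean of all tested compounds plus 3 SD, cutoff set per campaign, cut at about 30% in these data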;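 further: 0% = DMSO wells and 100% = unlabeled Bim-BH3 peptide competitor; inhibitors lower millipolarization by displacing the labeled peptide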
# Target sequence (Q07817 whole entry, looked up): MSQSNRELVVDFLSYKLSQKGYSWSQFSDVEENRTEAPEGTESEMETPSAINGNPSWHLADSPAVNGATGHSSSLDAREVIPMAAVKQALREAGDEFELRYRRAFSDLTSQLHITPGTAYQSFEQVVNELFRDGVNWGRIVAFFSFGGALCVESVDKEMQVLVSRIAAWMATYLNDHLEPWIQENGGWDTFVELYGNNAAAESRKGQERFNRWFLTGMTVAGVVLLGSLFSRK
# GLD-1 TGE inh: GLD-1-TGE RNA interaction inhibition (C. elegans); inhibition, % at 5.96 µM; 320,000 tested, 0.44% active; purified GLD-1 + fluorescein TGE RNA, fluorescence polarization; AID 2280; Q17339;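 active means percent inhibition above a per-plate cutoff, the plate mean of test compounds plus 3 SD, cut at about 30% in these data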;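 further: 0% = DMSO wells with GLD-1 and probe and 100% = wells lacking GLD-1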
# MCL1-BIM inh: inhibitors of human MCL1 binding to BIM-BH3 peptide. 320,000 tested, 0.68% active. GST-MCL1 / FITC-Bim-BH3 fluorescence polarization. AID 2057. inhibition, % at 10.9 µM. Q07820;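 active means inhibition above the mean inhibition of all tested compounds plus 3 SD, set per campaign, cut at about 40% in these data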;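 further: 0% = DMSO wells and 100% = unlabeled Bim-BH3 peptide control; higher means more loss of mP so more displacement of Bim peptide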
# The depositor's hits bear a star; ? = inconclusive; nt = not tested or not shown.
# Value order: Yeast superoxide	EBNA-1 inh	Efflux pump inh	ZTA DNA inh	Fam108B counter	MEX-5 binding	Bcl-xL primary	GLD-1 TGE inh	MCL1-BIM inh
Cc1cc(C)n(-c2nc3c(c(=O)[nH]c(=O)n3C)n2CC(O)c2ccccc2)n1 (stereo not given)
→ 90	-5	-0.1	4	5	1.6	7	3	5
CCSc1nc(O)c(C2OC(=O)c3c2ccc(OC)c3OC)c(=O)n1CC (stereo not given)
→ 99	10	-0.1	4	12	-1.7	4	-1	6
O=S(=O)(c1ccccc1)N1CCN(Cc2ccccc2C(F)(F)F)CC1
→ 143	-4	0.1	-4	0	nt	3	5	-10
COc1ccc2oc(C(=O)Nc3nccs3)c(C)c2c1
→ 116	29*	0.1	-6	-3	-3.2	4	-9	2
Cc1ccc(C(C(=O)Nc2ccc(C(C)C)cc2)N(C)C(=O)c2ccc(=O)[nH]c2)cc1 (stereo not given)
→ 107	8	-0.2	-2	0	-1.4	5	-2	4
CCOc1ccc(N2CC(C(=O)NCc3ccc(C)n3C)CC2=O)cc1 (stereo not given)
→ 108	-5	-0.1	1	2	nt	12	5	5
CCCS(=O)(=O)N1CCC(C(=O)N2CCN(C(=O)OCC)CC2)CC1
→ 90	4	-0.2	-4	-5	nt	3	3	6
CCOC(=O)C1CCN(C2CCN(Cc3nc(-c4ccccc4)no3)CC2)CC1
→ 77	12	-0.1	4	3	-1.3	-1	-1	2
COc1ccc(CN2CCN(C(=O)CCC(=O)c3ccc(C)s3)CC2)cc1OC
→ 84	nt	-0.1	-12	nt	nt	2	-4	2
Cc1onc(-c2ccccc2)c1CNC(=O)CN1C(=O)c2ccccc2C1=O
→ 97	1	0.0	-1	0	nt	4	4	-4
Cc1nc(NCc2ccccc2)c2cc[nH]c2n1
→ 97	-6	-0.1	-16	6	-2.4	8	-4	8
CCn1c(SCC(=O)NC2CCCCC2)nnc1-c1cccs1
→ 94	-5	-0.1	-20	2	-0.6	6	-5	-4
CC(C)(O)C(=O)NN(Cc1ccccc1)c1ccccc1
→ 86	-4	-0.2	-10	-1	1.7	3	4	-6
CC(C)N1C(=O)c2ccccc2C1C(=O)NC1CCCCCC1 (stereo not given)
→ 105	-13	0.3	10	0	-0.3	-4	5	-1
COc1ccc(C(c2nnnn2Cc2ccccc2)N2CCN(c3ccccc3)CC2)cc1 (stereo not given)
→ 125	-17	0.6	-10	-3	-0.1	1	-3	0
Cc1occc1-c1nnc(SCC(=O)Nc2ccccc2)n1CCc1ccccc1
→ 88	-11	0.0	8	1	3.2	2	-1	1
Cc1nc2cc(CO)ccc2n1C
→ 97	4	-0.1	-18	1	-2.5	-3	0	0
O=C(OCC(=O)N1CCC(c2ccccc2)=N1)c1ccc([N+](=O)[O-])s1
→ 112	-4	0.1	12	12	-2.2	-1	4	-4
Cc1coc2cc3oc(=O)c(CCC(=O)NCCCN4CCCC4=O)c(C)c3cc12
→ 87	0	-0.2	3	-2	1.4	6	5	5
COc1cc(C(C(=O)NC2CCCCC2)N(C(=O)c2snc(C(N)=O)c2N)c2ccc(C)cc2)ccc1O (stereo not given)
→ 72	-15	-0.1	6	-4	1.0	3	6	0
O=C(NN1CCOCC1)c1ccc(Cl)s1
→ 82	6	-0.2	3	4	1.9	3	4	-8
CC(=O)Nc1nnc(SCc2ccccc2F)s1
→ 90	6	-0.1	-9	-3	1.9	-4	9	-6
O=S(=O)(Nc1ccc2cn[nH]c2c1)c1ccc(C(F)(F)F)cc1
→ 103	nt	0.2	8	nt	nt	8	2	2
COc1ccc(CN2CCn3nc(C(=O)NC(C)C)cc3C2=O)cc1
→ 112	3	-0.1	-5	1	1.4	0	2	4
Cc1ccc2cc(/C=C/C(=O)c3ccco3)c(Cl)nc2c1
→ 86	-7	0.0	-2	-5	-2.4	6	4	5
COc1ccc(N2C(=O)CC3(CCCC3)CC2=O)cc1
→ 121	12	0.0	15	5	1.4	3	-2	2
COc1ccc(C(=O)NCCCN2CCOCC2)cc1
→ 92	2	-0.1	-8	0	-1.0	-1	-2	-5
O=C(N/N=C/c1cccc([N+](=O)[O-])c1)C(=O)N1CCCCCC1
→ 94	5	-0.1	8	-2	2.1	3	2	1
Cc1nn(C)cc1CN(C)C(=O)CCc1nnc(CCC2CCCCC2)o1
→ 114	1	0.1	-12	-5	-0.2	-2	-2	1
C[C@H]1CN(CCc2ccccc2)C(=O)[C@@H]1CC(=O)NCc1ccccc1
→ 97	3	-0.1	-8	9	-1.1	5	-1	5
COc1ccc(NC2CCCN(C(=O)COc3ccc(C)cc3)C2)cc1 (stereo not given)
→ 100	1	-0.1	-9	4	-2.8	5	2	3
Cc1ccc(NC(=O)N2CCCC(c3nc(-c4ccc(F)cc4)no3)C2)cc1 (stereo not given)
→ 100	3	0.1	9	3	-1.8	4	2	1
CCOc1ccc(CN(CC)C(=O)c2ccc3c(c2)[nH]c(=O)c(=O)n3CC)cc1OC
→ 103	6	0.0	-3	-20	-1.6	4	0	8
Cn1c(CC(=O)Nc2ccccc2Cl)nnc1SCC(=O)NC1CCCCC1
→ 101	-15	0.1	3	-1	0.0	0	5	0
COc1cccc(C(=O)Nc2ncc3c(n2)CC(C)(C)CC3=O)c1
→ 99	-2	0.1	4	-1	-2.5	4	-3	-2
NC(=O)CCn1c2ccccc2c2ccccc21
→ 102	5	-0.1	3	0	-1.0	-3	1	-8
CCc1c(C)sc(NC(=O)CC#N)c1C#N
→ 85	1	0.0	5	12	0.8	12	0	13
COc1ccc(S(=O)(=O)N2CCC(C(=O)NCc3ccncc3)CC2)cc1
→ 95	-1	0.1	3	0	-0.4	7	1	-1
CC(C)n1c(SCC(=O)N2CCCC2)nc2c1c(=O)n(C)c(=O)n2C
→ 91	1	0.0	6	0	-0.2	3	-1	4
COc1ccc(C(=O)CSc2nnc(CNC(=O)c3ccco3)n2C)cc1
→ 93	1	0.1	-5	1	3.9	-2	4	0
FC(F)(F)c1cccc(-c2nc3nc(Cl)c(Cl)nc3[nH]2)c1
→ 120	-10	0.1	3	-3	-6.4	29	20	32
Cc1ccc(NC(=O)OCCN2CCN(Cc3ccccc3)CCC2=O)cc1C
→ 109	5	-0.1	-13	1	1.4	3	-1	6
Cn1cc(C(=O)c2ccc(Cl)cc2Cl)cc1C(=O)N/N=C(\N)COc1ccccc1
→ 82	0	0.0	0	0	3.4	3	7	6
C/C(=N\NC(=O)c1nnn(-c2nonc2N)c1CSc1ccc(Cl)cc1)c1ccco1
→ 133	-15	0.6	-21	-4	-4.4	-3	1	5
Cc1oc(-c2ccc(Cl)cc2)nc1CN1CCC(C(=O)N2CCN(Cc3ccccc3)CC2)CC1
→ 102	4	0.3	14	2	-0.9	6	2	8
O=C(COc1ccc(S(=O)(=O)Nc2ccc(Cl)cc2)cc1)N1CCOCC1
→ 127	2	0.4	1	2	1.4	-2	2	5
COc1ccc(CCNC(=O)CS(=O)(=O)Cc2nc(-c3ccccc3Cl)oc2C)cc1OC
→ 83	4	0.0	15	1	1.2	4	3	4
COCCN1C(=O)N(c2cccc(OC)c2)C(=O)C1CC(=O)Nc1ccc(Cl)cc1 (stereo not given)
→ 89	-1	-0.1	-4	-1	-0.6	0	3	11
COc1ccc(NC(=O)CN(C)C(=O)c2cn(-c3ccccc3)nc2-c2ccc(Cl)cc2)cc1
→ 103	-21	0.0	-9	-9	4.4	3	2	-1
CC(C)c1ccc(S(=O)(=O)N2CCN(C(C)C(=O)NC3CCCC3)CC2)cc1 (stereo not given)
→ 124	nt	0.3	-1	nt	nt	0	3	-3
CN1CCc2c(sc3c2C(=O)NC(c2ccc(-c4cccc(Cl)c4)o2)N3)C1 (stereo not given)
→ 105	-7	0.2	-2	2	6.2	-16	-104	-45
Cc1cc(C)c(S(=O)(=O)N2CCN(C(=O)C3COc4ccccc4O3)CC2)c(C)c1 (stereo not given)
→ 95	nt	-0.2	7	nt	nt	4	7	8
CCC(=O)N/C(=N\OCc1ccc(F)cc1)c1nonc1NC(=O)CC
→ 108	2	0.1	2	-6	nt	7	2	-2
CC(C)=CCN1CCN(Cc2cnc(-c3ccccc3)s2)CC1CCO (stereo not given)
→ 93	-6	0.1	1	-1	-3.0	3	-2	2
COc1ccc(NC(=O)c2ccc(NCCCN3CCOCC3)c([N+](=O)[O-])c2)cc1
→ 111	-9	-4.3	-15	2	?	10	0	5
CCc1ccc(C(=O)CCC(=O)Nc2ccc(OC)c(S(=O)(=O)N3CCCCC3)c2)cc1
→ 102	nt	0.2	5	nt	nt	4	0	3
COc1ccccc1-c1nnc(NC(=O)c2cccc(N3C(=O)CCC3=O)c2)o1
→ 83	-4	-0.1	7	-2	-3.7	1	2	2
O=C(NCCCNC(=O)c1ccccc1Br)c1ccccc1Br
→ 93	-6	0.0	-2	1	-1.2	0	12	0
Cc1ccc(Cl)c2sc(NC(=O)C3=COCCO3)nc12
→ 121	9	-0.1	8	-8	0.9	3	0	2
CCCNC(=S)NCCN1CCCCC1
→ 102	-2	-0.1	-11	-3	0.9	4	7	9

# Next section
# Value order: Yeast superoxide	EBNA-1 inh	Efflux pump inh	ZTA DNA inh	Fam108B counter	MEX-5 binding	Bcl-xL primary	GLD-1 TGE inh	MCL1-BIM inh
Cc1cc(C)c2nc(NC(=O)c3ccc([N+](=O)[O-])o3)sc2c1
→ 102	-3	0.1	3	0	-3.3	3	-1	3
CN(C)N1C(=O)CC(C)(c2ccc([N+](=O)[O-])cc2)C1=O (stereo not given)
→ 96	4	-0.2	13	-4	-0.3	1	5	-6
COc1ccc(-c2nnn(CC(=O)c3c[nH]c4ccccc34)n2)cc1OC
→ 76	7	-0.2	-1	-9	1.9	1	-2	-4
CCC/C=N/Nc1nc2ccccc2s1
→ 99	4	0.1	8	-1	-2.0	0	9	5
Cc1ccc(-c2nnc(Sc3nc4ccccc4o3)c3ccccc23)cc1
→ 101	13	-0.1	11	-6	-3.4	2	11	2
N#Cc1ccc(N2Cc3ccccc3C2=NC(=O)c2cccs2)cc1
→ 96	-5	0.2	-3	-2	-5.9	1	6	0
O=S(=O)(c1cc(Cl)ccc1Br)N1CCOCC1
→ 136	-2	0.2	-3	-5	0.7	3	2	0
COCCCC1CCN(Cc2nc(Cc3ccccc3Cl)no2)CC1
→ 95	4	0.2	16	-2	-2.6	0	1	-5
Cc1ccc2nsnc2c1S(=O)(=O)Nc1ccccc1C(=O)O
→ 98	7	0.0	10	-3	-0.2	6	7	9
COCCN1C(=O)c2ccccc2C(C(=O)NCC2CCCO2)C1c1c[nH]c2ccccc12 (stereo not given)
→ 94	9	-0.1	18	7	-2.4	3	2	5
COc1cccc(/C=N/NC(=O)C(=O)N2CCCC2)c1OC
→ 97	-12	0.0	3	-3	1.0	4	4	5
CCOc1cc2[nH]c(=S)n(C(C)C)c(=O)c2cc1OCC
→ 102	6	-0.1	10	3	-0.7	1	2	3
O=C(CSc1nnc(C2CC2)n1CC1CCCO1)Nc1cccc(Cl)c1 (stereo not given)
→ 104	-14	-0.1	5	6	1.9	0	0	-1
COc1ccc(CC(=O)NCC2CCCN(Cc3ccc(OC(F)(F)F)cc3)C2)cc1 (stereo not given)
→ 96	5	0.0	4	2	3.7	1	7	-1
CC(C)c1ccc(OCC(=O)NC2CC(C)(C)NC(C)(C)C2)c(Br)c1
→ 94	3	0.1	5	2	0.2	0	7	7
Cc1ccc(NC(=O)c2cccc(S(=O)(=O)N3CCCC3)c2)nc1
→ 96	-5	-0.2	-12	2	0.6	2	8	6
